Tb PFK block: qHTS Assay to Find Inhibitors of T. brucei phosphofructokinase; ATP-dependent 6-phosphofructokinase (Trypanosoma brucei brucei), O15648; T. brucei PFK, ADP-Glo luminescence; Potency, µM (doses to about 57.5 µM), inactives show top-dose activity, negative = inhibition, most hits filed as inhibitors; 330,000 tested, 0.17% active; AID 485367, 2010;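 further: potency means the concentration at half of the fitted maximal effect; 0% = uninhibited 1x PFK enzyme wells and -100% = no-enzyme wells; nearly all actives have a fitted effect of over 60% in size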
Target sequence (O15648 whole entry, looked up): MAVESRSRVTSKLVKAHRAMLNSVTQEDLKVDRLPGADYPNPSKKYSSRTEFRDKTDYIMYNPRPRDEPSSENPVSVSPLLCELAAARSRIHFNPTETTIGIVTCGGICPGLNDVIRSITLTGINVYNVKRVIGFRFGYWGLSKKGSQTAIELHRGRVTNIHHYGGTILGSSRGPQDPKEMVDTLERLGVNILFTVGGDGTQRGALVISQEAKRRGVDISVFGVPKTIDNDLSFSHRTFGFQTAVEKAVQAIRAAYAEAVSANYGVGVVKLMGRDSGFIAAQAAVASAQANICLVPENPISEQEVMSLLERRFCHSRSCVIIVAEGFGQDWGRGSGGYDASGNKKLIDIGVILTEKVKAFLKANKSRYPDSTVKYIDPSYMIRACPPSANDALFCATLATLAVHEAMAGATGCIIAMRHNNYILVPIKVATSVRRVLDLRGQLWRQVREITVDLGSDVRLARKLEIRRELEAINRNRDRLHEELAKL
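Luminescent ADP detection (ADP-Glo, two-step: ATP depletion then ADP-to-ATP conversion for luciferase) reported PFK activity after 45 min room-temperature reaction of 1.25 nM enzyme with 0.5 mM F6P and 0.1 mM ATP at pH 8.0.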
Eya2 phos inh: qHTS Assay for Inhibitors of the Phosphatase Activity of Eya2; 330,000 tested, 0.006% active; recombinant Eya2, OMFP fluorescence dephosphorylation (OMFP is methylfluorescein phosphate); Potency, µM (titrated, usually from 76.9 µM), for inactives: at the highest dose activity, negative = inhibition, usual class: inhibitors; further: potency means the concentration at half of the fitted maximal effect; on the % scale 0 is the no-effect control and ±100 the full control effect
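Eya2 (0.2 uM) preincubated 10 min at ambient with compound, then OMFP substrate added at 50 uM; 10 min reaction in 50 mM HEPES pH 7.5, 50 mM NaCl, 5 uM MgCl2, 0.05% BSA, 1 mM DTT. Fluorescence read at Ex 485/Em 525 nm.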
TSHR antag: Antagonists of the Thyroid Stimulating Hormone Receptor: HTS campaign; 330,000 tested, 0.2% active; AID 504810, 2011; TSHR-expressing cells, TSH-stimulated cAMP HTRF, 2 h; hits give low values; activity change, negative = inhibition, % at 11.5 µM;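 active means activity change below a set negative limit, meaning inhibition stronger than a set level, cut at about -70% in these data; inconclusive means activity change between two set negative limits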; further: on the % scale 0 is the no-effect control and ±100 the full control effect
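Read-out is FRET at 665 nm (cryptate excitation 337 nm) from a cryptate-tagged anti-cAMP antibody, competed by cell cAMP against cAMP-d2. Compounds are tested on freshly harvested TSHR cells challenged with 4nM TSH (EC80) for 2 hours at 37 deg C.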
A-T KAP1 phos: qHTS Assay for Identifying a Potential Treatment of Ataxia-Telangiectasia; 320,000 tested, 0.19% active; Potency, µM (top dose mostly 57.5 µM), for inactives: top-dose activation, most hits filed as activators; […] A-T fibroblasts, KAP-1 phosphorylation AlphaLISA; neocarzinostatin DNA damage 30 min before lysis; further: potency means the concentration at half of the fitted maximal effect; % of control where 0% means no effect; nearly all actives have a fitted effect of over 45% in size
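hTERT-immortalized A-T patient fibroblasts ([…]), 500 cells/well in OPTI-MEM, 1% FBS, got compounds for 60 min, then NCS for 30 min at 37C. Lysates were then assayed for phospho-KAP-1 by AlphaLISA (anti-pKAP1 donor, anti-KAP1 acceptor beads), 6 hr at 25C.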
Integrin act MD: qHTS for Activators of Integrin-Mediated Alleviation for Muscular Dystrophy | Potency, µM (titrated, usually from 38.3 µM), inactives show top-dose activation, most hits filed as activators | alpha7betagal myoblasts, beta-gal FDG fluorescence, 48 h | 350,000 tested, 0.064% active;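 further: potency means the concentration at half of the fitted maximal effect; 100% = response of the positive control SU9516; nearly all actives have a fitted effect of over 60% in size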
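Alpha7betagal+/- myoblasts (passage 13) were plated 16-24 hr, then exposed to compounds (1:260 dilution of DMSO stock) for 48 hours at 37C. After MPER lysis, β-galactosidase reporter activity was read as FDG fluorescence (ex 480/em 540) after 30 minutes.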
PTAP TSG101 blk: qHTS Assay for Iinhibitors of HIV-1 Budding by Blocking the Interaction of PTAP/TSG101 | Fluorescence polarization, FITC-PTAP peptide / Tsg101 binding | Potency, µM (highest dose often 115 µM), for the others: at the highest dose activity change, negative = inhibition, usual class: inhibitors | 340,000 tested, under 10 active | AID 493005, 2010; active means well fitted inhibition curve with a large enough effect in the main read-out, with a control signal flat, not every such curve was filed as active; inconclusive means small, poorly fitted or top-dose-only effect, or effect the other way, or a change in a side signal; inactive means no such curve, though single readings can be large or run the other way; further: potency means the concentration at half of the fitted maximal effect; % of control where 0% means no effect
Target sequence (Q99816 whole entry, looked up): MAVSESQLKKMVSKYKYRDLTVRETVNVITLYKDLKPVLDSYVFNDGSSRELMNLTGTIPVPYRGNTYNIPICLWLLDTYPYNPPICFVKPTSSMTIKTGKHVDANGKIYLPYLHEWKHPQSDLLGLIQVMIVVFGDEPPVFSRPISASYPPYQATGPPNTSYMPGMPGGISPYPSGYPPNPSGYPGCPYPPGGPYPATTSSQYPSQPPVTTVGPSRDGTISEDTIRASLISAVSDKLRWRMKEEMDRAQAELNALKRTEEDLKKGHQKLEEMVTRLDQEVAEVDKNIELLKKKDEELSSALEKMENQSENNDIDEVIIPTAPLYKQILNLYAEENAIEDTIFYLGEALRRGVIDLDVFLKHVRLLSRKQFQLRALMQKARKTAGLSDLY
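FP read-out: FITC-PTAP peptide, 50 nM final, binding Tsg101 binding domain, 10 uM final; 20 min, r.t.; 10 mM HEPES pH 7.5, 0.15 M NaCl, 0.01% Tween 20, 3 mM EDTA, 0.1 mM TCEP.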
Mito fusion yeast: qHTS Assay for Small Molecule Inhibitors of Mitochondrial Division or Activators of Mitochondrial Fusion; S. cerevisiae fusion-defective mutant growth rescue, CellTiterGlo 48 h; Potency, µM (doses to about 46.1 µM), for inactives: at the top dose growth rescue (activation), most hits filed as activators; 320,000 tested, 0.23% active;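 further: potency means the concentration at half of the fitted maximal effect; % of control where 0% means no effect; nearly all actives have a fitted effect of over 45% in size; temperature-sensitive fusion mutants such as fzo1-1 at 37 °C on non-fermentable ethanol glycerol medium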
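Read-out: ATP-based luminescence (CellTiterGlo, 10 min ambient) reporting growth of fusion-defective ts yeast after 48 hours at 37C on glycerol/ethanol YPEG medium in the presence of compound.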
ELG1 DNA repair: qHTS screen for small molecules that inhibit ELG1-dependent DNA repair in human embryonic kidney (HEK293T) cells expressing luciferase-tagged ELG1. HEK293T ELG1-luciferase reporter, luminescence, 16 h; DNA damage induced by 5-fluorouridine. Potency, µM (series often up to 46.1 µM), without a hit: at the highest dose activity change, negative = inhibition, usual class: inhibitors. 330,000 tested, 2.3% active. AID 504467, 2011; further: potency means the concentration at half of the fitted maximal effect; on the % scale 0 is the no-effect control and ±100 the full control effect; nearly all actives have a fitted effect of over 55% in size
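Luminescence from the luciferase reporter, measured 30 min after ONE-Glo reagent at room temperature, was the read-out. Beforehand, 2,000 cells per well were exposed for 16 hr at 37 °C to 5-fluorouridine together with compound or vehicle.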
TCR act: Activators of T cell receptors: qHTS campaign; AID 504894, 2011; primary human leukocytes, anti-CD3, IL-2 HTRF, 48 h; 330,000 tested, under 10 active; Potency, µM (top dose mostly 9.22 µM), inactives show top-dose activation of IL-2 secretion, most hits filed as activators; further: % of control where 0% means no effect
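Compounds are tested in HTS on primary human leukocytes co-incubated with a-CD3 beads for 48 hr. IL-2 output is measured by time-resolved FRET.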
ASM inhibitor: Inhibitors of Secretory Acid Sphingomyelinase (S-ASM): qHTS. placental ASM, HMU-PC fluorogenic substrate, 60 min. Potency, µM (titrated, usually from 57.5 µM), inactives show at the highest dose activity change, negative = inhibition, most hits filed as inhibitors. 340,000 tested, 0.006% active. AID 504937, 2011; further: potency means the concentration at half of the fitted maximal effect
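Human placenta-derived ASM enzyme was preincubated with compound for 10 minutes at room temperature, then given fluorogenic substrate HMU-PC0 (9 uM final) for 60 minutes at 37 °C; a pH 10 stop preceded fluorescence reading at Ex 386/Em 447 nm.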
Chronic BCR inh: qHTS Assay to Find Inhibitors of Chronic Active B-Cell Receptor Signaling. ABC-DLBCL IkBa-CBG/CBR reporter, luminescence ratio, 4 h. Potency, µM (highest dose often 46.1 µM), for inactives: top-dose ratio change, negative = lower green/red ratio, hits mostly inhibitors. 340,000 tested, 0.05% active; active means well fitted inhibition curve with a large enough effect in the signal ratio, with a control signal flat, not every such curve was filed as active; inconclusive means small, poorly fitted or top-dose-only effect, or effect the other way, or a change in a side signal; the % refers to the signal ratio;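 further: potency means the concentration at half of the fitted maximal effect; plate controls were basal doxycycline-induced cells for no effect and cells given 10 µM MG132 for full effect; MG132 reads +100%, hits lower the ratio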
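Cell line TMD8 (human ABC DLBCL), stably expressing tet-inducible CBG68-IkBa fusion and CBR; IMDM/0.5% FBS; cpd up to 46 uM; dox induction, 4 h, 37C/5% CO2; dual luminescence; green/red ratio; MG132 control.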
* = called active by the depositor; ? = inconclusive; · = not tested or not shown; & = joins results of further samples; [ ] = dose if it differs, or a comment. Unless noted, the call rests on the fitted dose curve; in most records, active means well fitted curve in the direction sought with a large enough effect; inconclusive means small, poorly fitted or top-dose-only effect, or another doubt; inactive means no such curve, though single readings can be large; an effect the other way counts as inactive or inconclusive.

Fields: Integrin act MD, Mito fusion yeast, Tb PFK block, A-T KAP1 phos, PTAP TSG101 blk, TCR act, ELG1 DNA repair, TSHR antag, Chronic BCR inh, ASM inhibitor, Eya2 phos inh
CC1CC(C)CN(C(=O)c2ccc3c(c2)OCCO3)C1 (stereo not drawn)
    2%, -6%, 4%, -3%, -6%, -1%, 25%, 23, 2%, 1%, -11%
Cc1c(NS(=O)(=O)c2cccs2)c(=O)n(-c2ccccc2)n1C
    -9%, -1%, 1%, 4%, -5%, 6%, -11%, 0, 3%, 2%, 17%
O=C1N/C(=C/c2ccco2)C(=O)N1Cc1ccccc1F
    8%, 1%, ?, -2%, 1%, 0%[46.1 µM], 11%, 2, 4%, 3%, -3%
Cc1cc(/C=N/n2cnnc2)c(C)n1-c1ccc(C(=O)O)cc1
    7%, 1%, -7%, 3%, 0%, 3%, 2%, -10, 3%, 2%, -6%
O=C(NC(CCl)c1ccccc1)c1ccc(Cl)cc1 (stereo not drawn)
    11%, 1%, -4%, -4%, 1%, -5%, 0%, 7, ?, -3%, 0%
CCn1nnnc1-c1ccc(OC)c(S(=O)(=O)N2CCCCC2)c1
    9%, 1%, 3%, -4%, -5%, ·, 7%, -4, 2%, -1%, -12%
O=C(COC(=O)c1cccs1)Nc1cc(S(=O)(=O)N2CCOCC2)ccc1Cl
    14%, 9%, -2%, -1%, 0%, -8%, 1%, -9, -7%, 6%, 7%
Cn1ncc2c(=O)n(CC(=O)NC34CC5CC(CC(C5)C3)C4)cnc21
    -4%, -1%, 1%, 3%, -1%, 1%, 3%, -3, ?, 0%, -4%
COc1ccc(NC(=O)CN2CCC(NC(=O)c3ccc(OC)cc3)CC2)cc1
    23%, -1%, 0%, 0%, -7%, -2%, -1%, -7, 1%, 4%, -8%
CC(C)(C)c1ccc(OCCCC(=O)NC2=NCCS2)cc1
    2%, 20%, -1%, 2%, -6%, -21%, 18%, -3, 6%, 8%, -19%
CCOC(=O)CN(C(=O)CSc1nnc(C)n1-c1ccccc1)c1cccc([N+](=O)[O-])c1
    -18%, 0%, 1%, 1%, -6%, -3%, -7%, -1, ?, 0%, 6%
C/C=C/C(=O)Nc1nnc(C(C)C)s1
    -17%, 2%, 2%, -8%, -7%, 8%[46.1 µM], -1%, 4, 11%, 3%, -4%
Cc1ccc(/C=C/C2=NN(C)C(=O)CC2)cc1
    29%, 0%, -4%, 2%, -5%, 2%, ?, -10, ?, -1%, 1%
CC(=O)OCC1=C(C(=O)O)N2C(=O)C(NC(=O)c3ccc(COc4cccc(Cl)c4Cl)o3)C2SC1 (stereo not drawn)
    -10%, -3%, -2%, -4%, -6%, 9%, 11%, 2, -1%, ?, 7%
Cc1ccc(S(=O)(=O)Nc2nc3n(n2)C(c2ccc(Cl)cc2)CC(=O)N3)cc1 (stereo not drawn)
    0%, -1%, -1%, 5%, -3%, 0%, -17%, 3, -1%, 4%, -26%
O=C(C1=C[C@@H](c2ccc(C(F)(F)F)cc2)C[C@@H](OCCCCO)O1)N1CCN(Cc2ccc3c(c2)OCO3)CC1
    3%, -4%, 5%, 0%, -1%, 2%, ?, -16, -27%, 2%, -11%
CCCCN(C)C(=O)C1CCN(Cc2cccnc2)CC1
    ?, 0%, -20%, 20%, -9%, -1%, 1%, 73, -4%, -1%, 7%
CC1CC(C)CN(S(=O)(=O)N2CCC(C(=O)NCCC3=CCCCC3)CC2)C1 (stereo not drawn)
    ?, -6%, -2%, 0%, -3%, 1%, 23%, 2, 9%, 5%, -1%
Fc1ccccc1Cc1ccc(Cl)nn1
    -1%, 0%, 0%, 4%, -2%, -6%, 17%, -4, 0%, -2%, 5%
Cc1ccc(CNC(=O)c2ccc[nH]2)cc1
    ?, -1%, -2%, -3%, -3%, 4%, 9%, -2, -5%, -3%, 10%
COc1ccc(N(C(=O)c2cccnc2)S(=O)(=O)c2ccccc2)cc1
    -25%, 2%, 3%, -3%, -1%, -4%, 6%, 9, 3%, -1%, -3%
Cc1ccc2c(cnn2C(=O)CCC(=O)N2CCCCC2C)c1 (stereo not drawn)
    -9%, -4%, -1%, 5%, -3%, -4%, 19%, -9, -5%, -2%, 3%
CCCN(CCC)CC(=O)Nc1cccc2c1OCO2
    1%, 0%, -3%, 7%, -3%, 4%, -5%, 4, 3%, 3%, 10%
O=C(NNC(=S)NC(=O)c1cccc([N+](=O)[O-])c1)c1ccc(O)cc1
    9%, -7%, -30%, -4%, 0%, 1%, 15%, 0, ?, -4%, -18%
COc1n[nH]c(C(=O)Nc2cc(F)ccc2C)c1[N+](=O)[O-]
    9%, 7.1µM*, -7%, -2%, -5%, -3%[46.1 µM], -10%, -5, 0%, 4%, 1%
CCOC(=O)C1(CC2CCCCO2)CCN(C(=O)Nc2ccc(SC)cc2)CC1 (stereo not drawn)
    5%, -1%, -4%, -1%, -5%, 5%, 4%, -6, -3%, 2%, -3%
Cc1ccc2c(c1)c1c3n2CCN(CC#N)C3CCC1 (stereo not drawn)
    11%, 8%, 2%, -6%, -3%, 4%, -5%, 0, ?, -6%, 5%
COc1ccc(NC(=O)NCCCCc2ccccc2)cc1OC
    18%, 1%, -3%, -2%, -3%, 2%, ?, 2, 4%, 1%, -4%
CC(C)(C)C(=O)OC/C(N)=N/OC(=O)c1ccc(Cl)c(Cl)c1
    19%, -31%[inhibitor], 0%, 7%, -4%, -2%, -10%, -10, 10%, 0%, 9%
CCN1C(=S)N[C@@H](c2ccccc2)C(C(=O)OC)=C1C
    0%, -3%&-12%, 2%&1%, -12%&-2%, 1%, -4%, ?, 4&-5, ?, 1%, 9%&-12%
CCOc1ncccc1C(=O)Nc1ccccc1N1CCOCC1
    24%, ·, 0%, 4%, -1%, 0%, ?, -29, 3%, 28%, ·
O=[N+]([O-])c1cc(C(F)(F)F)ccc1-n1nnc2ccccc21
    12%, 8%, 0%, 7%, -3%, 5%[46.1 µM], 0%, 0, ?, -2%, 1%

Filtered by structure: those above containing a COOH group
Fields: Integrin act MD, Mito fusion yeast, Tb PFK block, A-T KAP1 phos, PTAP TSG101 blk, TCR act, ELG1 DNA repair, TSHR antag, Chronic BCR inh, ASM inhibitor, Eya2 phos inh
Cc1cc(/C=N/n2cnnc2)c(C)n1-c1ccc(C(=O)O)cc1
    7%, 1%, -7%, 3%, 0%, 3%, 2%, -10, 3%, 2%, -6%
CC(=O)OCC1=C(C(=O)O)N2C(=O)C(NC(=O)c3ccc(COc4cccc(Cl)c4Cl)o3)C2SC1 (stereo not drawn)
    -10%, -3%, -2%, -4%, -6%, 9%, 11%, 2, -1%, ?, 7%

Quoted at random: 3 compounds from above, in no set order.
Fields: Integrin act MD, Mito fusion yeast, Tb PFK block, A-T KAP1 phos, PTAP TSG101 blk, TCR act, ELG1 DNA repair, TSHR antag, Chronic BCR inh, ASM inhibitor, Eya2 phos inh
COc1ccc(N(C(=O)c2cccnc2)S(=O)(=O)c2ccccc2)cc1
    -25%, 2%, 3%, -3%, -1%, -4%, 6%, 9, 3%, -1%, -3%
COc1ccc(NC(=O)NCCCCc2ccccc2)cc1OC
    18%, 1%, -3%, -2%, -3%, 2%, ?, 2, 4%, 1%, -4%
CC(C)(C)c1ccc(OCCCC(=O)NC2=NCCS2)cc1
    2%, 20%, -1%, 2%, -6%, -21%, 18%, -3, 6%, 8%, -19%
